EWS-Fli block – EWS/Fli transcriptional activity inhibition. A673 NR0B1-luciferase reporter, viability-normalised. inhibition, % at 12.6 µM. actives 0.67% (n = 350,000). AID 651661;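 active = mean inhibition of at least 50% after viability correction, with every replicate also passing that limit; inconclusive = mean reaches 50% but only one of two replicates passes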;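 note: firefly luciferase signal divided by Alamar Blue viability fluorescence both relative to DMSO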
Xi reactivation – X-chromosome reactivation activator; XiGFP mouse fibroblasts, % GFP-positive cells imaging, 3 d; cells co-treated with 5-aza-dC sensitizer; scaled so ellipticine positive control = 100%; activation, % at 7.58 µM; actives 0.055% (n = 360,000);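 active = mean normalized replicate activation at least 10% and every replicate at or above 10%; inconclusive = only one of the two criteria met; inactive = mean below 10% and not all replicates reach 10%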;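 note: 0% = median of on-plate neutral control wells and 100% = ellipticine 6 µM median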
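Schedule: 3 d treatment, 15 min room-temperature fixation; system: 68-5-11 XiGFP fibroblast line; buffer or medium: DMEM plus 5-aza-dC sensitizer; control set: ellipticine 6 µM positive control; compound: one concentration, pinned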
E-sel inducer – E-selectin induction on HUVECs; HUVEC E-selectin immunofluorescence imaging; normalized: neutral wells 0, TNF-alpha wells 100; P16581; actives 0.37% (n = 260,000); activation, % at 7.58 µM;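 active = mean E-selectin-positive cell signal at least 10% of the positive control, reached in at least 60% of replicates, without over 20% cell loss; inconclusive = no rule given, readout overlaps actives, possibly toxicity-flagged; inactive = the rest, including those meeting only one limit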;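 note: in these data hits start at about 27%; measured in HUVEC primary endothelial cells; signal is the percent of cells scored E-selectin positive by PE staining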
Target sequence (P16581 whole entry, looked up): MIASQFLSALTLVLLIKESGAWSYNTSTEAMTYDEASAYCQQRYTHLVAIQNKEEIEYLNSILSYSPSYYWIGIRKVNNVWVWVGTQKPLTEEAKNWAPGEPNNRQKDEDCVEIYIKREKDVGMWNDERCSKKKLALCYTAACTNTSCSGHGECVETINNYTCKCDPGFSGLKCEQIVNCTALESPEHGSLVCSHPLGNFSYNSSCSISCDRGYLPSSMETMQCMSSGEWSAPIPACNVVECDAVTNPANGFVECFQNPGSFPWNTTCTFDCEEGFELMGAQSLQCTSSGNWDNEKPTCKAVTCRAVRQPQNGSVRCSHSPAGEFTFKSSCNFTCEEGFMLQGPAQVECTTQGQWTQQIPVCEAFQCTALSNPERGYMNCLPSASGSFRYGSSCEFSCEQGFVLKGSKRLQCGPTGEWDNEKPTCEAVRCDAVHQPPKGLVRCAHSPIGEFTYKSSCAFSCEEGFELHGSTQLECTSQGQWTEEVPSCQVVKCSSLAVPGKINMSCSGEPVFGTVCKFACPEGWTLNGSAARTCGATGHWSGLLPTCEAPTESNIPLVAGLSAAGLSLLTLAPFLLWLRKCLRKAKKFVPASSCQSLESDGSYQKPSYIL
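Test system – human umbilical vein endothelial cells (HUVEC), E-selectin induction · Input – 3,000 HUVEC seeded per well · Buffer or medium – EGM-2, gelatin · Compound dosing – single-point compound dose · Detection – immunofluorescence imaging · Measure – percent E-selectin-positive cells · Controls – TNF-alpha high, DMSO low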
FN deposit inh – fibronectin deposition inhibition; AH1F fibroblasts, Alexa488-fibronectin deposition fluorescence, overnight; AID 743247; actives 0.086% (n = 350,000); inhibition, % at 12.6 µM;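 active = mean inhibition across replicates of 30% or more, regardless of how many single replicates reach that level; inconclusive = mean under 30% yet at least half of replicates reach 30%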;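 note: positive control wells lacked labelled fibronectin entirely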
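Schedule: 1 h cell adhesion before compound, then overnight fibronectin incubation; test system: AH1F fibroblast monolayer depositing Alexa488-labelled fibronectin into matrix; quantity: 10000 AH1F cells per well; probe or stimulus: fluorescent fibronectin at 24 nM final; signal: fluorescence, ex 485 nm, em 525 nm; evaluation: percent inhibition as loss of matrix-bound fibronectin fluorescence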
RAD54 branch – inhibitors of human RAD54 branch migration; Q92698; RAD54 Holliday junction branch migration, FAM/BHQ fluorescence; inhibition, % at 10.4 µM; actives 0.14% (n = 360,000); AID 602329;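 active = mean normalized replicate activity at least 40 and at least half of replicates scoring 40 or more; inconclusive = only one of the two criteria met; inactive = mean below 40 and under half of replicates reaching 40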;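 note: 0% = median of neutral control wells and 100% = median of positive control wells; inhibitors cause a drop in the FAM fluorescence signal; in these data hits start at about 50%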
esBAF inh – SWI/SNF esBAF complex inhibition | mouse ES cells, Bmi1-luciferase knock-in reporter, 24 h; 100% = twice the neutral-well signal | reporter increase, % at 12.5 µM | actives 2% (n = 350,000); in the data active = activation above about 40%; inconclusive = no clear call, values can overlap the other calls;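 note: 0% = median of the plate's neutral control wells and 100% = double that signal; a rise in the Bmi1 reporter signal indicates esBAF inhibition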
S100A4 MyoIIA – S100A4-myosin IIA interaction inhibition; S100A4/TAMRA-MyoIIA peptide fluorescence polarization; inhibition, % at 10.7 µM; actives 0.14% (n = 360,000); AID 652163;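 active = mean inhibition of at least 70% across replicates, with every replicate also reaching that level; inconclusive = mean inhibition reaches 70% but some replicates fall short; inactive = mean inhibition below 70%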
Target sequence (P26447 whole entry, looked up): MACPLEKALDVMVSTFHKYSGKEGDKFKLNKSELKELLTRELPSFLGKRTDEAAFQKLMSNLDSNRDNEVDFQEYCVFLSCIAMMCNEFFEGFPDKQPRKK
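Compound dosing: one dose per compound; test system: human S100A4 monomer with TAMRA-labelled myosin IIA peptide; probe or stimulus: TAMRA-labelled myosin IIA heavy-chain peptide probe, 5 nM; medium: HEPES buffer with Ca2+, pH 7.2; schedule: 5 min incubation before reading; benchmarks: neutral control DMSO, positive control TFP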
RAD52 inh – inhibitors of human RAD52 DNA annealing | P43351 | recombinant RAD52 DNA annealing, FRET fluorescence | inhibition, % at 18.7 µM | actives 0.46% (n = 360,000) | AID 651710;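 active = every replicate showing at least 50% inhibition; inconclusive = mean inhibition at least 50% but not in every replicate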
Starred values were filed as active, the others as inactive; ? = inconclusive; nt = no result given; & = joins results of further samples.

SMILES	EWS-Fli block	Xi reactivation	E-sel inducer	FN deposit inh	RAD54 branch	esBAF inh	S100A4 MyoIIA	RAD52 inh
CC1c2nc3ccccc3n2C(CC(=O)NC2CC2)C(=O)N1Cc1ccccc1 (stereo not given)	-17	0.1	nt	10	-6	-2	-4	-10
COC(=O)c1ccc(N2CCOCC2)c(NC(=O)c2ccc3c(c2)OCCO3)c1	8	0.3	-1.7	0	-15	3	-6	-2
CC12CC3OC3CC1CCC1C2CCC2(C)C1CCC21OCCO1 (stereo not given)	3	0.0	-0.1	-5	nt	0	8	1
Cc1ccccc1CN1CC2=C(CCN(Cc3ccccc3)C2=O)N2CCN=C12	48	-0.2	-0.1	-6	nt	nt	1	-8
O=C(NCCCN1CCOCC1)c1ccccc1NS(=O)(=O)c1ccc(Br)cc1	-7	0.3	nt	nt	nt	nt	0	-12
C=CCOC(=O)C1=C(C)NC(C)=C(C(=O)OCC=C)C1c1ccc(C)o1	10	-0.1	1.8	-9	2	-6	-5	-19
CCOc1ccccc1NC(=O)C1CCCN(S(=O)(=O)c2cccc3cccnc23)C1 (stereo not given)	-6	0.3	-0.1	-6	-1	-3	-4	-7
Cc1ccc(NC(=S)NC2CC3CCC(C2)N3Cc2ccco2)cc1C (stereo not given)	-2	nt	nt	nt	-8	-15	-1	0
CS(=O)(=O)c1ccc(NC(=O)CCN2C(=O)C3CCCCC3C2=O)cc1 (stereo not given)	-6	0.0	0.3	3	nt	7	-2	-2
CCCNC(=O)N(C)C[C@H]1Oc2cc(C#CC3CC3)ccc2S(=O)(=O)N([C@@H](C)CO)C[C@H]1C	-5	-0.3	0.6	nt	1	-1	-2	4
CN(CC(=O)Nc1ccc(F)cc1)C(=O)Cn1c(=O)oc2ccccc21	-5	0.0	nt	-16	18	2	-13	-34
CC1(C)CC(=O)N(c2cccc(Cl)c2)C(=O)C1	-23	0.1	0.0	-1	-3	-7	-1	-16
O=C(O)/C=C/C(=O)Nc1ccc(S(=O)(=O)N2CCCC2)cc1	-6	0.5	-1.7	3	nt	nt	-4	-20
CCN(CC)C(=O)CSc1nc(O)cc(=O)n1-c1ccccc1OC	-35	nt	nt	nt	-7	8	-2	-19
CC(C)c1ccc(NC(=O)c2ccc(NC3=NC4CS(=O)(=O)CC4S3)cc2)cc1 (stereo not given)	4	0.0	0.3	9	-9	1	-9	-9
Cc1ccc(S(=O)(=O)Nc2ccc3c(c2)C(=O)N([C@H](C)CO)C[C@@H](C)[C@@H](CN(C)C(=O)Nc2ccccc2)O3)cc1	4	0.0	8.4	nt	-5	-2	-4	22
Cc1ccsc1CN(C)C(=O)CCc1nnc(COc2ccccc2)o1	-36	-0.1	nt	-6	nt	nt	-30	0
COc1ccc(CN2C(=O)c3cccnc3C2=O)cc1S(=O)(=O)N1CCOc2ccc(C)cc21	5	0.0	nt	12	-5	2	2	-12
CCCNC(=O)N1C[C@@H](O)COC[C@@H]2O[C@H](CC(=O)N3CCN(C)CC3)CC[C@H]21	-1	0.1	-0.1	-12	2	0	4	1
CN(C)c1ccc2c(c1)[C@@H]1C[C@@H](CC(=O)NCCc3ccccc3)O[C@H](CO)[C@@H]1O2	-3	0.0	0.4	nt	-18	-1	8	-139
Cc1ccc(C(=O)N2CCC(C(=O)NC3CCCC3)CC2)cc1	-1	0.1	1.4	3	5	8	-4	-8
CCC(=O)N1CCc2cc(OC)c(OC)cc2C1COc1ccccc1OC (stereo not given)	3	0.0	0.9	5	nt	nt	0	-19
Nc1ccn([C@@H]2O[C@H](CNCc3cnc(N4CCOCC4)nc3)[C@@H](O)[C@H]2O)c(=O)n1	1	0.1	0.0	-7	4	-1	-2	-2
Cc1ccc(Cn2c(C)c(C(=O)NCc3ccc4c(c3)OCO4)sc2=O)cc1	5	0.0	nt	8	-3	4	-1	-27
Cc1ccc(C(=O)N/N=C\c2ccc3c(c2)OCO3)cn1	-19	0.1	nt	11	4	11	-4	-5
CC(C)CC(=O)Nc1nc2ccc(S(=O)(=O)N3CCOCC3)cc2s1	nt	nt	nt	nt	4	6	-1	10
Cc1noc(C)c1COc1ccc(C(=O)Nc2ccccc2)cc1	-12	-0.2	2.3	-1	nt	nt	6	-9
COC(=O)c1ccc(NC(=O)Nc2ccccc2F)cc1	-35	0.4	nt	-5	-8	20	-26	4
O=C(CC12CC3CC(CC(C3)C1)C2)NC(=S)Nc1ccc(CN2CCOCC2)cc1	25	0.0	11	-3	nt	nt	0	-10
Cc1nc2ccccc2c(=O)n1NC(=O)c1ccc(Cl)cc1	1	-0.1	nt	-9	-5	7	1	-3
COc1ccccc1N1CCN(CCCCCCOc2ccc(F)cc2)CC1	4	0.0	0.0	-6	nt	nt	-6	23
C[C@H](CO)N1C[C@H](C)[C@H](CN(C)C(=O)Nc2ccc(C(C)(C)C)cc2)OCc2cnnn2CCCC1=O	1&-2	-0.2&0.4	-0.2&0.1	0&-8	6	6&6	7&-39	-1&8
C[C@H]1CN([C@@H](C)CO)S(=O)(=O)c2ccc(C3=CCCC3)cc2O[C@H]1CN(C)C(=O)c1ccc(F)cc1	6	0.0	0.1	-2	-1	-6	-15	-10
C[C@@H]1CN([C@H](C)CO)C(=O)c2cccc(NC(=O)c3ccc(-c4nccs4)cc3)c2O[C@H]1CN(C)Cc1ccc(Cl)c(Cl)c1	4	-0.5	-2.3	2	-2	4	3	21
Cc1c(C(=O)NCc2ccc3c(c2)OCO3)sc2nc(-c3ccccc3)cn12	-31	0.2	1.3	6	1	12	-3	-4
CCC(=O)N(C)C[C@@H]1Oc2cc(C#CC3(O)CCCC3)ccc2S(=O)(=O)N([C@@H](C)CO)C[C@H]1C	0	-2.1	-0.2	nt	1	-3	8	-10
CC(C)(C)NC(=O)CN(C(=O)CSc1nnc(COc2ccccc2)o1)c1cccc(F)c1	7	nt	nt	nt	-10	16	0	-16
CCC(=O)N1CC2(C1)CN(Cc1ccccc1Cl)[C@H](CO)c1c2c2ccc(OC)cc2n1C	-7	0.0	-0.5	nt	nt	nt	4	-37
CCCCOC(=O)Nc1ccc(S(=O)(=O)Nc2onc(C)c2C)cc1	14	0.0	nt	-3	13	-3	-14	-7
CC(C(=O)OCC(=O)N1CCN(c2ccccc2)CC1)N1C(=O)c2ccccc2C1=O (stereo not given)	1	0.2	-0.4	0	0	-3	-4	-14
CO[C@@H]1CN(C)C(=O)c2cc(NC(=O)C3CCC3)ccc2OC[C@H](C)N(Cc2ccncc2)C[C@@H]1C	0	-0.1	0.3	-2	3	-1	9	3
C[C@@H]1CN([C@H](C)CO)S(=O)(=O)c2ccc(-c3ccccc3)cc2O[C@H]1CN(C)Cc1cncnc1	2	-1.0	0.9	nt	0	0	2	9
O=C1C(=NO)CCc2ccccc21	5	0.0	0.1	3	-1	8	-4	-9
C[C@@H]1CN([C@@H](C)CO)C(=O)c2cc(NC(=O)c3ccncc3)ccc2O[C@@H](C)CCCCO[C@H]1CN(C)S(=O)(=O)c1ccccc1	0	0.1	nt	3	-5	2	58	-22
C[C@H](NC(=O)[C@@H]1CSC2c3ccccc3C(=O)N21)C(=O)NCc1c(F)cccc1Cl (stereo not given in full)	nt	0.0	nt	2	-16	7	-4	-10

Ordered by count of non-hydrogen atoms (falling): some entries from above
SMILES	EWS-Fli block	Xi reactivation	E-sel inducer	FN deposit inh	RAD54 branch	esBAF inh	S100A4 MyoIIA	RAD52 inh
C[C@H](CO)N1C[C@H](C)[C@H](CN(C)C(=O)Nc2ccc(C(C)(C)C)cc2)OCc2cnnn2CCCC1=O	1&-2	-0.2&0.4	-0.2&0.1	0&-8	6	6&6	7&-39	-1&8
C[C@H]1CN([C@@H](C)CO)S(=O)(=O)c2ccc(C3=CCCC3)cc2O[C@H]1CN(C)C(=O)c1ccc(F)cc1	6	0.0	0.1	-2	-1	-6	-15	-10
CCC(=O)N(C)C[C@@H]1Oc2cc(C#CC3(O)CCCC3)ccc2S(=O)(=O)N([C@@H](C)CO)C[C@H]1C	0	-2.1	-0.2	nt	1	-3	8	-10
CCC(=O)N1CC2(C1)CN(Cc1ccccc1Cl)[C@H](CO)c1c2c2ccc(OC)cc2n1C	-7	0.0	-0.5	nt	nt	nt	4	-37
CC(C(=O)OCC(=O)N1CCN(c2ccccc2)CC1)N1C(=O)c2ccccc2C1=O (stereo not given)	1	0.2	-0.4	0	0	-3	-4	-14
C[C@H](NC(=O)[C@@H]1CSC2c3ccccc3C(=O)N21)C(=O)NCc1c(F)cccc1Cl (stereo not given in full)	nt	0.0	nt	2	-16	7	-4	-10
COc1ccccc1N1CCN(CCCCCCOc2ccc(F)cc2)CC1	4	0.0	0.0	-6	nt	nt	-6	23
CCCCOC(=O)Nc1ccc(S(=O)(=O)Nc2onc(C)c2C)cc1	14	0.0	nt	-3	13	-3	-14	-7
O=C1C(=NO)CCc2ccccc21	5	0.0	0.1	3	-1	8	-4	-9

More records follow.
SMILES	EWS-Fli block	Xi reactivation	E-sel inducer	FN deposit inh	RAD54 branch	esBAF inh	S100A4 MyoIIA	RAD52 inh
CN(CC(=O)Nc1c(Cl)cccc1Cl)C(=O)Cc1ccc(S(=O)(=O)N2CCOCC2)s1	-3	0.0	nt	1	-1	-9	0	-11
Cc1nc2ccc(Cl)cc2nc1C	10	0.0	nt	-17	nt	-4	1	-5
O=C(CSc1nnc(-c2ccncc2)n1-c1ccccc1)Nc1ccc(C(=O)O)cc1	4	0.0	nt	-9	0	nt	-1	-4
CN(C)CCCN1c2ccccc2CCc2ccccc21	9	-0.3	0.1	16&-1	-5	2	14&7	-8
Cc1noc(C)c1NC(=O)Nc1ccc2c(c1)C(=O)N([C@@H](C)CO)C[C@@H](C)[C@H](CN(C)S(=O)(=O)c1c(C)noc1C)OCCCC[C@H](C)O2	-12	-0.1	0.1	nt	1	3	?	-3
CCOC(=O)c1c(C)n(CCOc2ccccc2)c2ccc(O)cc12	11	0.0	nt	-11	-6	-8	4	-1
N=c1c2c(-c3ccccc3)c(-c3ccccc3)n(Cc3ccco3)c2ncn1CCCn1ccnc1	14	0.0	nt	13	-10	nt	-8	-3
C[C@@H]1COc2cc(N3CCSCC3)ccc2S(=O)(=O)N1	-7	0.0	0.0	3	nt	nt	-7	-12
COc1ccc(CN(C)C(=O)CCN(c2ccccc2)S(=O)(=O)c2ccc(C)cc2)c(OC)c1	-4	0.0	nt	-6	-5	6	1	3
O=C(O)c1ccccc1C(=O)Nc1ccc(S(=O)(=O)Nc2ccc(F)cc2)cc1	-11	0.8	-0.1	-1	-1	-4	-6	-25
O=C(COC(=O)CCNS(=O)(=O)c1cccs1)Nc1ccccc1	-2	0.2	-0.8	-3	6	-10	-3	-4
